# M. tuberculosis HTS: M. tuberculosis growth inhibition, HTS (AID 449762). M. tuberculosis H37Rv growth inhibition, 7H9 media; higher % means a stronger effect. one-dose inhibition, % at 25 µM; IC50 in µM for titrated hits. 0.59% of 330,000 active; in the data active = a potency from the dose series; inconclusive = inhibition above about 70% without an active follow-up result;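 note: bacterial growth assessed after seven days of incubation; strong numbers were not always called active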
# Salmonella PhoP GFP: PhoP regulon inhibitors, Salmonella typhi PhoP promoter GFP reporter, confirmatory (AID 1850) | Salmonella Typhi PhoP-promoter GFP reporter, fluorescence, 4 h; higher % means a stronger effect | one-dose inhibition, % at 50 µM; IC50 in µM for titrated hits | 0.33% of 310,000 active; in the data active = a potency from the dose series; inconclusive = inhibition mostly from about 25% at the one dose, without a potency; inactive = the rest, 99 in 100 with inhibition below about 19%;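 note: 0% = induced wells with vehicle and 100% = uninduced wells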
# VEEV TC-83 Vero: inhibitors of VEEV TC-83 cytopathic effect, confirmation, Vero cells (AID 588727); inhibition, % at 20 µM; hits with a dose series show IC50 in µM; Vero cells, VEEV TC-83 cytopathic effect inhibition; higher % means a stronger effect; 0.13% of 350,000 active; in the data active = a potency from the dose series; inconclusive = inhibition mostly from about 14% at the one dose, without a potency; inactive = the rest, 99 in 100 with inhibition below about 12%; note: strong numbers were not always called active
# H1N1 NS1A inhibition: NS1A inhibition, H1N1 influenza, cell based functional assay (AID 504329); NS1A functional cell-based assay, percent inhibition; higher % means a stronger effect; inhibition, % at 12.5 µM, or IC50 in µM where a hit was titrated; 0.3% of 340,000 active; in the data active = a potency from the dose series; inconclusive = inhibition above about 27% without an active follow-up result; note: strong numbers were not always called active
# M. tuberculosis: growth inhibition of non-replicating M. tuberculosis (AID 488890); inhibition, % at 25 µM, or IC50 in µM where a hit was titrated; Mycobacterium tuberculosis non-replicating, growth inhibition; higher % means a stronger effect; 0.39% of 320,000 active; in the data active = a potency from the dose series; inconclusive = inhibition mostly from about 82% at the one dose, without a potency; inactive = the rest, 99 in 100 with inhibition below about 76%;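 note: plate controls were DMSO cells for no effect and high antibiotic wells for full effect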
# Starred values were filed as active, the others as inactive; i = inactive; ? = inconclusive; . = not tested or not shown; & = joins results of further samples.
# Preview:
structure,M. tuberculosis HTS,Salmonella PhoP GFP,VEEV TC-83 Vero,H1N1 NS1A inhibition,M. tuberculosis
CC(C)(C)C(=O)NC(=S)Nc1sc2c(c1C#N)CCCCC2,7%,-8%,0.9%,1%,76%
COc1cccc2c(=O)c3c(cnn3C)n(C)c12,1%,-7%,6.5%,5%,18%
CC(C)COc1ccc(C(=O)NNC(=O)c2ccc(=O)[nH]c2)cc1,-3%,.,2.5%,-5%,-5%
CC(=O)Nc1ccc(Nc2cc(C)nc3c(-c4ccccc4)cnn23)cc1,-2%,-13%,7.1%,-19%,-1%

# Results, from the first entry:
structure,M. tuberculosis HTS,Salmonella PhoP GFP,VEEV TC-83 Vero,H1N1 NS1A inhibition,M. tuberculosis
CC(C)(C)C(=O)NC(=S)Nc1sc2c(c1C#N)CCCCC2,7%,-8%,0.9%,1%,76%
COc1cccc2c(=O)c3c(cnn3C)n(C)c12,1%,-7%,6.5%,5%,18%
CC(C)COc1ccc(C(=O)NNC(=O)c2ccc(=O)[nH]c2)cc1,-3%,.,2.5%,-5%,-5%
CC(=O)Nc1ccc(Nc2cc(C)nc3c(-c4ccccc4)cnn23)cc1,-2%,-13%,7.1%,-19%,-1%
C=CCn1c(SCc2nc3ccccc3c(=O)[nH]2)nc2scc(C3CC3)c2c1=O,2%,-4%,1.1%,-6%,0%
COCCNC(=O)Cn1nc(-c2ccccc2C)ccc1=O,-6%,-3%,0.8%,-5%,-3%
Cc1cccc(-n2nc3c(c2NC(=O)C(C)C)CSC3)c1,-4%,-1%,i,9%,18%
CCOC(=O)C1=C(CCc2ccccc2)NC(=O)NC1c1cccc([N+](=O)[O-])c1 (stereo unspecified),-1%,6%,0.5%,4%,7%
CCN1CC2=C(OC(N)=C(C#N)C2c2cccs2)/C(=C/c2cccs2)C1 (stereo unspecified),43%,0%,7.1%,2%,49%
N#Cc1ccccc1OCC(=O)OCC(=O)c1c[nH]c2ccccc12,-4%,.,1.4%,-4%,61%

# Part of the list above in order of length of the SMILES, high to low.
structure,M. tuberculosis HTS,Salmonella PhoP GFP,VEEV TC-83 Vero,H1N1 NS1A inhibition,M. tuberculosis
C=CCn1c(SCc2nc3ccccc3c(=O)[nH]2)nc2scc(C3CC3)c2c1=O,2%,-4%,1.1%,-6%,0%
CC(=O)Nc1ccc(Nc2cc(C)nc3c(-c4ccccc4)cnn23)cc1,-2%,-13%,7.1%,-19%,-1%
CC(C)(C)C(=O)NC(=S)Nc1sc2c(c1C#N)CCCCC2,7%,-8%,0.9%,1%,76%

# Remaining list, next part.
structure,M. tuberculosis HTS,Salmonella PhoP GFP,VEEV TC-83 Vero,H1N1 NS1A inhibition,M. tuberculosis
CC(=O)Nc1ccc(NC(=O)CCCCCN2C(=O)c3ccccc3C2=O)cc1,-15%,-11%,0.3%,-3%,-12%
COc1ccc2c(c1)c(=O)oc1cc(OCC(=O)N3CCCC(C)C3)ccc12 (stereo unspecified),3%,-6%,2.1%,-7%,53%
O=C(CN1C(=O)c2ccccc2C1=O)Oc1ccc(Cl)cc1,1%,2%,2.2%,3%,21%
Cc1ccnc(NC(=O)CCC(=O)N(CC(=O)NCCc2ccccc2)c2ccc(F)cc2)c1,3%,6%,i,-2%,3%
O=C(O)c1c(-c2ccccc2)oc2ccc(O)cc12,1%,-6%,1.0%,-12%,-4%
CC(=O)Nc1ccc(S(=O)(=O)N2C(=O)c3cccc4cccc2c34)cc1,1%,9%,.,.,7%
CC(NC(=O)/C(C#N)=C/c1ccc([N+](=O)[O-])o1)c1ccccc1 (stereo unspecified),?,14%,i,3%,?
COc1cc(NC(=O)c2ccccc2Cl)c(OC)cc1NC(=O)CN1CCOCC1,61%,-16%,7.3%,8%,42%
O=C(COC(=O)c1ccccc1Br)Nc1cc(S(=O)(=O)N2CCOCC2)ccc1N1CCCC1,-2%,6%,2.4%,-1%,9%
CCc1cccc(C)c1NC(=O)CCCN1C(=O)NC(C)(C)C1=O,-2%,.,1.5%,-9%,5%

# Full records from above. Screens in order: M. tuberculosis HTS | Salmonella PhoP GFP | VEEV TC-83 Vero | H1N1 NS1A inhibition | M. tuberculosis
# Results for `CC(=O)Nc1ccc(S(=O)(=O)N2C(=O)c3cccc4cccc2c34)cc1` : 1% | 9% | . | . | 7%
# Results for `Cc1ccnc(NC(=O)CCC(=O)N(CC(=O)NCCc2ccccc2)c2ccc(F)cc2)c1` : 3% | 6% | i | -2% | 3%
# Results for `COc1cc(NC(=O)c2ccccc2Cl)c(OC)cc1NC(=O)CN1CCOCC1` : 61% | -16% | 7.3% | 8% | 42%
# Results for `O=C(COC(=O)c1ccccc1Br)Nc1cc(S(=O)(=O)N2CCOCC2)ccc1N1CCCC1` : -2% | 6% | 2.4% | -1% | 9%
# Results for `CCc1cccc(C)c1NC(=O)CCCN1C(=O)NC(C)(C)C1=O` : -2% | . | 1.5% | -9% | 5%

# Other entries:
structure,M. tuberculosis HTS,Salmonella PhoP GFP,VEEV TC-83 Vero,H1N1 NS1A inhibition,M. tuberculosis
O=C(CSc1nc(C2CC2)nc2ccccc12)Nc1ccccc1,0%,1%,1.2%,4%,-7%
COCCCn1c(=O)/c(=C\c2ccccc2OC(F)F)s/c1=C(/C#N)C(=O)NC(C)C,4%,-14%,4.8%,-1%,-11%
COc1cccc(-c2noc(CCC(=O)NCC3CCCO3)n2)c1 (stereo unspecified),-10%,-2%,1.4%,1%,13%
Cc1cccc(C(=O)NCc2nnc(SCC(=O)Nc3nnc(C)s3)n2C)c1,2%,4%,3.7%,12%,-24%
COc1ccc(OC)c(NC(=O)c2oc3c(c2C)C(O)CC(C)(C)C3)c1 (stereo unspecified),8%,-4%,10%,-11%,43%
CCOC(=O)C(=O)Nc1ccccc1C(=O)OCC,-1%,-8%,0.8%,9%,-13%
COCCOC(=O)c1cc(C(=O)c2cc(Cl)ccc2O)coc1=N,-5%,8%,1.0%,-1%,?
COc1ccc(/C=C(/NC(=O)c2cccs2)C(=O)NC(C)(C)C)cc1OC,1%,5%,i,-4%,-4%
CC1=C(C(=O)NCc2ccccc2)C(c2ccc(C)o2)n2ncnc2N1 (stereo unspecified),-11%,4%,i,-8%,-6%
Nc1ccc(O)cc1C(=O)OCC(=O)c1ccc(C2CCCCC2)cc1,0%,-8%,i,-2%,48%

# Looked up above.
# Cc1cccc(C(=O)NCc2nnc(SCC(=O)Nc3nnc(C)s3)n2C)c1 in H1N1 NS1A inhibition → 12%
# CC1=C(C(=O)NCc2ccccc2)C(c2ccc(C)o2)n2ncnc2N1 (stereo unspecified) in Salmonella PhoP GFP → 4%

# (further entries)
structure,M. tuberculosis HTS,Salmonella PhoP GFP,VEEV TC-83 Vero,H1N1 NS1A inhibition,M. tuberculosis
CCc1nnc(NC(=O)c2sc3nc4c(cc3c2N)CCCCCC4)s1,-8%,-7%,3.1%,-8%,-22%
COc1ccccc1-n1c(SC(C)C(=O)NCC2CCCO2)nc2cc(Cl)ccc2c1=O (stereo unspecified),0%,7%,11%,-14%,23%
CCOc1ccc(OCCOc2ncnc3ccccc23)cc1,14%,5%,0.3%,-2%,58%
Nc1cccnc1Sc1cc(Cl)c(Cl)cc1Cl,-3%,1%,4.0%,23%,1%
COc1ccc(NC(=O)CC(CC(=O)O)c2cc(OC)c(OC)c(OC)c2)cc1 (stereo unspecified),-12%,23%,1.0%,-19%,-8%
CCC(C)NC(=O)CSc1c2c(nc3ccccc13)CCCC2 (stereo unspecified),-3%,-5%,7.0%,5%,45%
S=c1[nH]nc(-c2ccc(Cl)cc2)n1-c1cccnc1,-9%,13%,5.7%,-2%,10%
O=C(COC(=O)CNC(=O)c1ccco1)Nc1ccccc1OC(F)F,-2%,16%,0.6%,-10%,1%
Nc1nc(SCC(=O)NCCO)nc2sc3c(c12)CCCC3,-11%,-8%,1.0%,-7%,2%
Cc1ccc(NS(=O)(=O)c2ccc(Br)s2)cc1S(=O)(=O)N1CCOCC1,5%,3%,1.7%,-2%,5%

# Other records follow.
structure,M. tuberculosis HTS,Salmonella PhoP GFP,VEEV TC-83 Vero,H1N1 NS1A inhibition,M. tuberculosis
Cc1cc(C)n2cc(CSc3nnc(-c4ccccc4)c(-c4ccccc4)n3)nc2n1,.,.,5.0%,-26%,.
CCOc1cc(/C=C2\SC(=N)N(c3nonc3N)C2=O)ccc1OCC(N)=O,-1%,-6%,1.4%,-4%,17%
CCOc1ccc(CCNC(=O)COC(=O)c2cc(=O)[nH]c3ccccc23)cc1OCC,5%,0%,0.7%,2%,-4%
Cc1cc[n+](CC(=O)c2cccs2)cc1,-7%,1%,0.5%,-3%,-12%
COc1ccc(COC(=O)c2ccc(S(=O)(=O)N3CCC(C)CC3)cc2)cc1,6%,-5%,i,-1%,12%
Cc1ccc(C(=O)CSc2ncn[nH]2)cc1,48%,-8%,3.1%,5%,7%
COC(CNC(=O)C1CC(=O)N(CCc2ccccc2)C1)OC (stereo unspecified),-13%,-7%,1.4%,-5%,2%
CCOC(=O)COc1ccc2cc(C(=O)OCC)c(=O)oc2c1,39%,10%,2.2%,0%,58%
CCOC(=O)C1CCN(C(=O)c2ccc(OC3CCN(C(=O)CCOC)CC3)cc2)CC1,-1%,-9%,2.4%,1%,-7%
Cc1cc(=O)oc2cc(OCCCC[n+]3ccccc3)ccc12,-2%,-6%,4.2%,-2%,-1%

# (more compounds)
structure,M. tuberculosis HTS,Salmonella PhoP GFP,VEEV TC-83 Vero,H1N1 NS1A inhibition,M. tuberculosis
CCOC(=O)NNC(=O)CCn1c2c(c3ccccc31)CCCC2,3%,-19%,4.9%,-8%,5%
Cc1ccc(Nc2nnc(SC3CCOC3=O)s2)cc1 (stereo unspecified),-1%,-7%,0.9%,5%,41%
O=C(CCN1C(=O)/C(=C\c2cccs2)SC1=S)NC1=NCCS1,4%,-10%,2.1%,-5%,-8%
Cc1ccccc1C(=O)NNC(=O)CCCCC(=O)NNC(=O)c1ccccc1C,-8%,3%,i,-3%,3%
CCCNC(=O)C/C(C)=N/NC(=O)COc1ccc(C)cc1Br,1%,-11%,0.4%,-8%,5%
COc1cccc2c(=O)n(CC(=O)N3CCc4ccccc43)ccc12,0%,11%,0.1%,7%,-19%
O=C(Nc1cc(S(=O)(=O)N2CCCC2)ccc1Cl)C1=COCCO1,5%,1%,1.7%,0%,1%
Cc1ccc(NC(NC(=O)Cc2ccccc2)C(Cl)(Cl)Cl)cc1 (stereo unspecified),.,.,i,-7%,.
CCOC(=O)c1ccc(OC)c(OC)c1Cl,-7%,-14%,i,12%,-4%
COc1ccc(N(CC(=O)NCCc2ccccc2)C(=O)c2csnn2)cc1,-3%,-11%,1.9%,9%,-22%

# Additional compounds
structure,M. tuberculosis HTS,Salmonella PhoP GFP,VEEV TC-83 Vero,H1N1 NS1A inhibition,M. tuberculosis
O=C(CN1C(=O)C2C3C=CC(C3)C2C1=O)Nc1ccc2c(c1)OCCO2 (stereo unspecified),-5%,2%,1.4%,5%,-14%
CC(c1ccon1)N(C)Cc1cn(C)nc1-c1cccc(Cl)c1 (stereo unspecified),-3%,1%,0.3%,10%,9%
CCOc1ccccc1OCCC(=O)N1CCN(S(=O)(=O)c2ccccc2[N+](=O)[O-])CC1,-8%,.,29%,6%,9%
CS(=O)(=O)c1ccc(Cl)c(NC(=O)COC(=O)Cc2c[nH]c3ccccc23)c1,-10%,-2%,1.1%,-12%,-10%
O=C(Nc1ccc(Cl)cc1)N1CCSCC1,-1%,12%,i,8%,5%
CCCCOc1cccc(C(=O)Nc2ccc(S(=O)(=O)Nc3nnc(CC)s3)cc2)c1,4%,5%,1.7%,-23%,19%
CN1[C@@H]2CC(OC(=O)[C@H](CO)c3ccccc3)C[C@H]1[C@@H]1O[C@@H]12 (stereo partly specified),.,-2%&20%&9%&-3%,1.4%&0.6%&1.2%,-4%&1%&-2%&-3%,-7%&-5%&-4%&-7%
CCN(CC(=O)Nc1cc(Cl)ccc1C)C(=O)COc1cccc2c1OC(C)(C)C2,-9%,-4%,8.4%,-4%,14%
Cc1ccc(NC(=S)N(CCN2CCOCC2)Cc2cc3cc4c(cc3[nH]c2=O)OCO4)cc1,5%,-21%,0.3%,-15%,-6%
